Screening data: PubChem, National Center for Advancing Translational Sciences (NCATS)
EPAC2 antag = blocks human EPAC2 exchange factor; Q8WZA2; EPAC2 GEF exchange of Rap1B-BODIPY-GDP, fluorescence; Potency, µM (highest dose often 114 µM), for the others: top-dose activity, negative = inhibition, hits mostly inhibitors; hit rate 0.18% among 360,000; AID 720708; further: on the % scale 0 is the no-effect control and ±100 the full control effect; nearly all actives have a fitted effect of over 45% in size; many of its hits are not listed in these tables
Target sequence (Q8WZA2 whole entry, looked up): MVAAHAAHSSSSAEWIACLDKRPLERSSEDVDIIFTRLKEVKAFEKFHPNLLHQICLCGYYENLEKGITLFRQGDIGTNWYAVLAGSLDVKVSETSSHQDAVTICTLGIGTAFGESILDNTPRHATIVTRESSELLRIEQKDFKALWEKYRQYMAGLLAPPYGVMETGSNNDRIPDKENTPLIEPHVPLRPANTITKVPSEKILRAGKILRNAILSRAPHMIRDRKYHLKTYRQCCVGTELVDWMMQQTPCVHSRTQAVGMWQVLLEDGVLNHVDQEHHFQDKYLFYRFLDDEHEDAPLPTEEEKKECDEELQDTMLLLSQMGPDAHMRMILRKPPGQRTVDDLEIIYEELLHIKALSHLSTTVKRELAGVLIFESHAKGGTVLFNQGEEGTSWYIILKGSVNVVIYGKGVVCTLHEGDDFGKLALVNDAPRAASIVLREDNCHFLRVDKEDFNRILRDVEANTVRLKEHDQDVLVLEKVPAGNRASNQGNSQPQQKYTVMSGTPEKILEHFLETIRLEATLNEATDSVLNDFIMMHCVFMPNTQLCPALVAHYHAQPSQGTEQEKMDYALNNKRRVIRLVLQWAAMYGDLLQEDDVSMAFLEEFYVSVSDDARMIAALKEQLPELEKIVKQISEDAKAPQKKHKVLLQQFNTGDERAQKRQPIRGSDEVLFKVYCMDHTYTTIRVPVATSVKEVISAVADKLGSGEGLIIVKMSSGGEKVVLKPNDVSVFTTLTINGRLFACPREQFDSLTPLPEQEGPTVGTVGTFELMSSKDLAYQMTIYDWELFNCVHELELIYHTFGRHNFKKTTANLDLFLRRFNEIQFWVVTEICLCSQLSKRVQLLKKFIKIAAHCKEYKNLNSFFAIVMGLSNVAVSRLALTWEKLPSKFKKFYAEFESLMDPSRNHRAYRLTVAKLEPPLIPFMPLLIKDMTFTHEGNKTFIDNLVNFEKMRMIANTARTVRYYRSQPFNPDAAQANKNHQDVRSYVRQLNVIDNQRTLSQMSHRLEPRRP
EPAC1 antagonist = antagonists of human EPAC1. O95398. EPAC1 GEF assay, Rap1b-BODIPY-GDP exchange fluorescence. Potency, µM (doses to about 115 µM), inactives show at the highest dose activity change, negative = inhibition, usual class: inhibitors. hit rate 0.14% among 360,000. AID 720709;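 further: plate controls were vehicle for no effect and positive control for full effect; nearly all actives have a fitted effect of over 50% in size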
EPAC1 agonist = activates human EPAC1 exchange factor; O95398; EPAC1 agonist qHTS, biochemical assay; response scale: 100% = response to 6.5 mM cAMP; Potency, µM (highest dose often 154 µM), for the others: at the highest dose activation, usual class: activators; hit rate 0.073% among 360,000; AID 720707; further: nearly all actives have a fitted effect of over 60% in size
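EPAC1 100 nM, Rap1B–BODIPY-GDP 250 nM, unlabeled GDP 50 uM; compound titration; 5 min RT; kinetic read ex480/em540 at 5-min intervals ×30 min; data normalized to 6.5 mM cAMP agonist control.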
FUS suppressor = suppressors of FUS proteinopathy in yeast | S. cerevisiae FUS-expressing, growth rescue, OD600, 24 h | Potency, µM (highest dose often 76.6 µM), for inactives: at the highest dose growth rescue (activation), usual class: activators | hit rate 0.24% among 390,000;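 further: plate controls were DMSO vehicle for no effect and reference control for full effect; nearly all actives have a fitted effect of over 55% in size; some results filed as inactive show a strong effect at the top dose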
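Steps: raffinose overnight preculture; dilution to OD 0.005 in 2% galactose minimal medium; compound addition (concentration series); 24hr at 30C, 99% humidity; absorbance read at 600 nm.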
PTHR1 agonist = activates the human parathyroid hormone receptor PTHR1; Q03431; AID 743266; Potency, µM (series often up to 115 µM), for inactives: top-dose activation, hits mostly activators; hit rate 0.075% among 410,000; HEK293 GP2 PTHR1 cells, GloSensor cAMP luminescence, 1 h; further: nearly all actives have a fitted effect of over 55% in size; some results filed as inactive show a strong effect at the top dose; inactives centre near -15; many of its hits are not listed in these tables
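HEK-293-derived GP2 cells expressing PTHR1 and a GloSensor cAMP reporter, 3,000/well, plated overnight, given luciferin plus IBMX (each 0.5 mM as added) for 1 h at 37 °C, then compound for 1 h at 37 °C. Luminescence was read after 15 min at room temperature.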
TDP43 rescue = rescues yeast growth from TDP-43 toxicity; TDP-43 expressing yeast growth rescue, BacTiter-Glo, 24 h; Potency, µM (titrated, usually from 46.1 µM), for inactives: at the highest dose growth rescue (activation), hits mostly activators; hit rate 1.8% among 410,000; AID 652104; further: % of control where 0% means no effect; nearly all actives have a fitted effect of over 50% in size
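Growth rescue of TDP-43-toxic yeast measured as ATP luminescence (BacTiter-Glo). Cells grown to mid-log in raffinose, induced in galactose at OD600=0.02, exposed to compound 24 hr at 30 deg C.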
aSyn rescue = inhibitors of alpha-synuclein toxicity in yeast. Yeast expressing alpha-synuclein, growth rescue, BacTiter-Glo, 24 h. Potency, µM (doses to about 46.1 µM), for inactives: top-dose growth rescue (activation), actives largely listed as activators. hit rate 0.14% among 370,000; further: % of control where 0% means no effect; nearly all actives have a fitted effect of over 65% in size
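Galactose-induced alpha-syn yeast (OD600=0.02, raffinose-pregrown) + pinned cpd, 24 hr, 30 deg C; growth by BacTiter-Glo luminescence. Growth restoration scores as activation.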
EPAC2 agonist = EPAC2 (human) agonism | Q8WZA2 | EPAC2 activation, biochemical qHTS; response scale: 100% = 6.5 mM cAMP response | Potency, µM (top dose mostly 154 µM), inactives show top-dose activation, actives largely listed as activators | hit rate 0.079% among 360,000 | AID 720711; further: nearly all actives have a fitted effect of over 50% in size
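Setup: EPAC2 100 nM, labeled Rap1B complex 250 nM, free GDP 50 uM. Compound titrations pinned in, brief spin, 5 min room temperature incubation. Kinetic fluorescence read over 30 min, normalized to 6.5 mM cAMP.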
An asterisk follows results filed as active; i = inactive; ? = inconclusive; · = no result given; [ ] = dose if it differs, or a comment. The call rests on the fitted dose curve; in most records, active means well fitted curve in the direction sought with a large enough effect; inconclusive means small, poorly fitted or top-dose-only effect, or another doubt; inactive means no such curve, though single readings can be large; an effect the other way counts as inactive or inconclusive. Potency means the concentration at half of the fitted maximal effect.

SMILES | EPAC2 antag | EPAC1 antagonist | EPAC1 agonist | FUS suppressor | PTHR1 agonist | TDP43 rescue | aSyn rescue | EPAC2 agonist
CCc1cccc2c(C(=O)C(NCCCOC)c3ccccc3)c[nH]c12 (stereo not drawn) | -10% | -17% | -1% | 22% | i | 14% | 8% | -1%
O=C(COc1ccc(Br)cc1)N1CCCCCC1 | 21% | 5% | 4% | -6% | i | -2% | 4% | 7%
CCN(CC)C(=O)CCc1nnc(CCc2c[nH]c3ccccc23)o1 | 10% | -2% | 5% | -10% | -47%[inhibitor] | 11% | -1% | 2%
O=C(O)c1cccc(S(=O)(=O)N(Cc2ccccc2)c2ccccc2)c1 | -8% | 6% | 5% | 4% | -5% | 25% | -1% | 4%
CN1CCN(c2ccc(NC(=O)CSc3nnnn3-c3ccccc3Cl)cc2)CC1 | -5% | -3% | -6% | 1% | ? | -9% | 1% | 1%
Cc1ccc(Sc2ncnc3onc(C)c23)cc1 | -4% | -14% | -2% | 2% | -11% | ? | 13% | 5%
Nc1ccc(N2CCCCC2)cc1N1CCCCC1 | -8% | -14% | -3% | ? | -9% | -19% | 5% | -5%
CCc1ccc(C(O)c2ncc(-c3cccc4ccccc34)[nH]2)cc1 (stereo not drawn) | -16% | -16% | -7% | -1% | -1% | 10% | 3% | 10%
O=C(NCc1ccccc1)c1ccc(F)c(S(=O)(=O)N2CCOCC2)c1 | -1% | -8% | 0% | 2% | -56%[inhibitor] | 10% | -1% | -8%
Cc1ccc(-c2c(C)n([O-])c3c([n+]2=O)CCC3)cc1 | -9% | -29% | -5% | · | 0% | -1% | -3% | 15%
COc1ccc(CCC(=O)NNC(=O)c2cc(Cl)ccc2OC)cc1OC | 2% | 36%[activator] | 3% | 8% | i | 1% | -4% | 1%
Nc1nnc(SCC(=O)Nc2ccccc2N2CCOCC2)s1 | 1% | 8% | 3% | 14% | -11%[57.5 µM] | 0% | 1% | -5%
CC(OC(=O)c1ccco1)C(=O)Nc1ccc(Cl)cn1 (stereo not drawn) | 4% | -12% | -1% | 0% | -10% | · | -5% | -3%
COc1ccc2nc(N3C(=O)CC(Cc4ccc(Cl)cc4)C3=O)sc2c1 (stereo not drawn) | 7% | 13% | -3% | 29% | -1% | -7% | -7% | 8%
Nc1ccc2nc(-c3ccccn3)[nH]c2c1 | -4% | -1% | 6% | 15% | -15% | -1% | -1% | 3%
Cc1nn(C)cc1/C=N/NC(=O)Cn1nccc1C | -4% | 20% | 19% | 4% | -13% | 2% | 0% | 9%
O=C(CN1CCN(Cc2ccccc2)CC1)Nc1cccc(C(F)(F)F)c1 | -10% | -6% | 1% | 20% | -20%[57.5 µM] | 13% | 10% | 5%
CCN(C(=O)COC(=O)Cc1c[nH]c2ccccc12)C1CCS(=O)(=O)C1 (stereo not drawn) | -11% | -3% | -10% | 2% | -20% | 1% | -1% | -13%
Cc1ccc2nc(COC(=O)c3ccc(Cl)nc3)cc(=O)n2c1 | -5% | -7% | 6% | -8% | i | -1% | 0% | 0%
COc1cc2cnc(-c3ccccc3F)cc2cc1OC | -27% | -11% | -4% | -26% | -14% | 0% | -16% | 21%
COC(=O)c1c(C)[nH]c(C(=O)/C=C/c2ccccc2Cl)c1C | 0% | -3% | 2% | -9% | i | 19% | 0% | 4%
O=C(CNS(=O)(=O)c1ccc([N+](=O)[O-])cc1)N/N=C\c1ccc(O)cc1 | 7% | -17% | 1% | -12% | -20% | 9% | -7% | 6%
Nc1nonc1C(=O)NCCNCc1c(OCc2ccccc2F)ccc2ccccc12 | -1% | 3% | 8% | 17% | ? | -6% | 5% | -2%
CCc1ccc(N2CC(C(=O)Nc3ccccc3N3CCCC3)CC2=O)cc1 (stereo not drawn) | -2% | 13% | -8% | 11% | -14% | 2% | 1% | 12%
COc1ccc(/C(O)=C2/C(=O)C(=O)N(CCN(C)C)C2c2ccc(OC)c(OC)c2)c(C)c1 (stereo not drawn) | 13% | 5% | -9% | -5% | i | -8% | -3% | -1%

A different layout for some results above.
> O=C(O)c1cccc(S(=O)(=O)N(Cc2ccccc2)c2ccccc2)c1
  EPAC2 antag = -8%
  EPAC1 antagonist = 6%
  EPAC1 agonist = 5%
  FUS suppressor = 4%
  PTHR1 agonist = -5%
  TDP43 rescue = 25%
  aSyn rescue = -1%
  EPAC2 agonist = 4%
> CN1CCN(c2ccc(NC(=O)CSc3nnnn3-c3ccccc3Cl)cc2)CC1
  EPAC2 antag = -5%
  EPAC1 antagonist = -3%
  EPAC1 agonist = -6%
  FUS suppressor = 1%
  PTHR1 agonist = ?
  TDP43 rescue = -9%
  aSyn rescue = 1%
  EPAC2 agonist = 1%
> Cc1ccc(Sc2ncnc3onc(C)c23)cc1
  EPAC2 antag = -4%
  EPAC1 antagonist = -14%
  EPAC1 agonist = -2%
  FUS suppressor = 2%
  PTHR1 agonist = -11%
  TDP43 rescue = ?
  aSyn rescue = 13%
  EPAC2 agonist = 5%

Following part.
SMILES | EPAC2 antag | EPAC1 antagonist | EPAC1 agonist | FUS suppressor | PTHR1 agonist | TDP43 rescue | aSyn rescue | EPAC2 agonist
CC(=O)Nc1cc(-c2ccccc2)ccc1O | 1% | 6% | 6% | 4% | i | 16% | 4% | 9%
O=S(=O)(Oc1ccc(Cl)cc1)c1cccc2cccnc12 | -7% | -11% | 11% | 17% | -78%[inhibitor] | 21% | ? | 16%
COc1ccc(NC(=O)COc2ccc(C(=O)NCc3cccnc3)cc2OC)cc1 | -4% | -20% | -6% | -5% | -2% | 27% | -6% | 4%
O=C(Nc1cccc(-c2csc(Nc3ccc(Cl)cc3)n2)c1)c1cccc(C(F)(F)F)c1 | 14% | -25% | 4% | -4% | -18% | 25µM* | -22% | 14%
CCC1CCc2c(c3ccccc3[nH]c2=O)O1 (stereo not drawn) | -8% | -24% | 8% | · | 5% | 0% | 2% | 3%
O=C(Cn1cnc([N+](=O)[O-])c1)c1ccc(F)cc1 | 21% | 3% | -2% | -35% | 2% | 9% | 2% | 2%
CCc1nc(N)c(C#N)c(-c2ccc(F)cc2)c1C | 6% | 2% | 8% | -12% | i | 5% | -1% | -7%
Cc1cc(NCCOCCO)n2ncc(-c3ccc(Cl)cc3)c2n1 | -2% | 0% | -2% | 14% | -24%[57.5 µM] | 26% | 3% | -1%
COc1cccc(NC(=O)CCC2CCN(C(=O)c3scnc3C)CC2)c1 | 0% | 2% | -19% | 20% | i | -1% | -3% | 7%
CCOP(=O)(OCC)c1nc(-c2cccc3ccccc23)oc1NCc1ccccc1 | -7% | -1% | 23% | 6% | i | -20% | 12% | 0%
CCN(CC)S(=O)(=O)c1ccc2c(c1)N(CC(=O)NCc1ccco1)C(=O)CO2 | 3% | 2% | 12% | -33% | i | 14% | 4% | 4%
O=C(c1ccccc1)N(Nc1ccccc1)c1ccccc1 | -18% | 16% | -4% | -2% | i | 4% | 14% | 5%
COC(=O)Cn1ccc(-c2ccc(Cl)cc2)c(C#N)c1=O | 0% | -6% | -1% | -10% | 0% | 0% | -5% | 1%
CC1C(=NO)C(C)C(c2ccccc2)NC1c1ccccc1 (stereo not drawn) | -1% | 0% | 9% | -21% | i | -8% | 2% | -9%
COc1ccc(CN(C(=O)/C=C/c2ccco2)C2CCS(=O)(=O)C2)cc1OC (stereo not drawn) | -8% | -11% | 8% | ? | i | -1% | 1% | -5%
O=C(CSc1nccc(=O)[nH]1)Nc1ccc(Br)c(Cl)c1 | -10% | 10% | -5% | 4% | -9% | 14% | -7% | -2%
Cc1cc(C)c(OCC(=O)N/N=C/c2ccco2)c(C)c1 | -8% | -6% | 6% | -2% | i | ? | 12% | 0%
CC1(C(=O)OCC(=O)Nc2ccc(C(N)=O)cc2)CC1(Cl)Cl (stereo not drawn) | 1% | 12% | 10% | -8% | i | -3% | 2% | -3%
Cc1sc(Cc2nc(O)cs2)nc1-c1ccccc1 | -5% | -21% | 4% | -6% | -3% | 15% | -8% | 12%
CCOC(=O)C1(Cc2cccc(OC)c2)CCN(Cc2cccc(OC)c2O)CC1 | -8% | -15% | -9% | 9% | -69%[inhibitor] | 8% | 1% | 16%
O=S(=O)(/N=C(/Nc1cc(N2CCOCC2)ncn1)c1ccccc1)c1ccccc1 | 13% | 6% | 0% | -4% | -20% | 0% | 0% | 8%
C=CCn1cc(C(=O)N2CCc3ccccc3C2)c(=O)c2cc(S(=O)(=O)N(CC)CC)ccc21 | 0% | ? | 1% | 34% | i | 0% | -9% | -5%
CCCn1nc(C(=O)NNC(=O)CCOc2ccccc2OCC)c2ccccc2c1=O | -5% | -24% | 3% | 16% | -8% | -29% | -2% | 4%
CN1CCC(NC(=O)Nc2cccc(C(F)(F)F)c2)CC1 | -7% | ? | 5% | 3% | -7% | 8% | -11% | 7%
CC(Oc1ccccc1)C(=O)Nc1oc(-c2ccco2)c(-c2ccco2)c1C#N (stereo not drawn) | 0% | -30% | 5% | 26% | -6% | -25% | -1% | 12%
Following part
SMILES | EPAC2 antag | EPAC1 antagonist | EPAC1 agonist | FUS suppressor | PTHR1 agonist | TDP43 rescue | aSyn rescue | EPAC2 agonist
Cc1ccc(S(=O)(=O)Cc2cc(-c3ccc(Cl)cc3)no2)cc1 | -5% | -9% | -4% | -21% | -61%[inhibitor] | 11% | -1% | -3%
C=C(C)C1CCC(C)=C1CC(C)(C)/C=N\n1cnnc1 (stereo not drawn) | 18% | 23% | -2% | 15% | i | 0% | 17% | 2%
c1ccc(-c2nc3ccccc3[nH]2)nc1 | 1% | -7% | 7% | 17% | -4% | -11% | -12% | -8%
CC(=O)Nc1ccc(N(C(=O)c2ccco2)C(C(=O)NC2CCCC2)c2ccncc2)cc1 (stereo not drawn) | 12% | -8% | -3% | 17% | -16% | 7% | -2% | 2%
N#Cc1cn(CC(=O)N2CCCc3ccccc32)c2ccccc12 | 0% | -9% | -4% | 11% | -23%[57.5 µM] | ? | 13% | 8%
CC(C)CNC(=S)N(CCCO)Cc1cc2cc3c(cc2[nH]c1=O)OCO3 | 6% | -14% | -4% | 4% | i | -1% | 0% | -1%
Cc1ccc(-n2nnnc2SCC(=O)Nc2ccccc2-c2ccccc2)cc1C | -23% | 0% | 24% | · | -30%[inhibitor] | 1% | 6% | 19%
OCc1ccccc1-c1nc(NCc2ccccc2)nc2ccsc12 | -8% | -16% | -1% | 2% | i | 20% | -5% | 3%
CCCCn1cc(C(C)(C)C)c(C#N)c1NC(C)=O | 1% | -7% | -3% | -1% | -19% | 0% | 1% | 4%
Cc1cc(C(=O)NC(C)c2ccccc2)c2cc(F)ccc2n1 (stereo not drawn) | -16% | -12% | -10% | -9% | i | 2% | 0% | 2%

Only part of the results is shown, so the mix of outcomes need not match the whole.
